Kir21 inh = inhibitors of mouse Kir2.1 inward-rectifier potassium channel. AID 1672, 2009. HEK293-Kir2.1, FluxOR thallium flux fluorescence; hits give low values. Inward rectifier potassium channel 2 (Mus musculus), P35561. B-score at 10 µM. 0.85% of 310,000 active;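 active means fluorescence ratio B-score at or below minus 3 SD of library scores, with starting-brightness B-score within 2 SD, cut at about -4.2 in these data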;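 further: channel flux triggered by added potassium and thallium sulfate stimulus; B-score of peak minus minimum fluorescence over baseline after thallium stimulus; more negative B-score means stronger Kir2.1 block with less thallium influx; some compounds called inactive have numbers as strong as hits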
Target sequence (P35561 whole entry, looked up): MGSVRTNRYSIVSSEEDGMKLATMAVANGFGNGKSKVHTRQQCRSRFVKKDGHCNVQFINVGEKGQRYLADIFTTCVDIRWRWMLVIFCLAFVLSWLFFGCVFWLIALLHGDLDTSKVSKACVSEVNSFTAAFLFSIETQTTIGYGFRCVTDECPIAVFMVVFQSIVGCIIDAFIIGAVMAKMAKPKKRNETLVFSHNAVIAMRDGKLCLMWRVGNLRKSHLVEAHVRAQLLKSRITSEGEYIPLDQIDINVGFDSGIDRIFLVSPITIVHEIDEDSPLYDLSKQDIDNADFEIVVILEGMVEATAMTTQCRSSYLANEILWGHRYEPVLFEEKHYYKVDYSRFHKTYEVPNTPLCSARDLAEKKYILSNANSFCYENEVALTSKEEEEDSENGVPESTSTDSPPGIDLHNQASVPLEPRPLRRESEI
STK33 inh = inhibitors of purified STK33 kinase, primary screen, biochemical, ADP-Glo luminescence, homogeneous, cell-free; Serine/threonine-protein kinase 33 (Homo sapiens), Q9BYT3; MBP phosphorylation; inhibition, % at 10 µM; 0.073% of 320,000 active;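 active means inhibition at or above 25%, using the most active replicate where run in duplicate; inactive means inhibition below 25%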
Target sequence (Q9BYT3 whole entry, looked up): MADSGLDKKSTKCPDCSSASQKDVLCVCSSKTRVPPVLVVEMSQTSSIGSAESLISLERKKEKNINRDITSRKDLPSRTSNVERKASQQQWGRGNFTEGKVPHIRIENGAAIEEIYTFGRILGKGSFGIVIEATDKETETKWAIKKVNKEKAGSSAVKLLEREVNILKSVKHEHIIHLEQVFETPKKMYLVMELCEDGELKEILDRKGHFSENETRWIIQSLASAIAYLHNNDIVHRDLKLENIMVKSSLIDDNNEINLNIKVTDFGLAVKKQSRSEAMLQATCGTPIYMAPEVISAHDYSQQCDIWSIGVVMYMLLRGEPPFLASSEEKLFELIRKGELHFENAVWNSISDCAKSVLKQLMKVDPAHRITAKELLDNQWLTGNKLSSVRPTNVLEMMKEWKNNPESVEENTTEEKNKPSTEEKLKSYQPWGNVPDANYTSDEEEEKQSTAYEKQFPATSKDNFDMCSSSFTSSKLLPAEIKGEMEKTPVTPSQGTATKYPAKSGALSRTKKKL
An asterisk follows results filed as active; · = no result given.

SMILES	Kir21 inh	STK33 inh
O=C(NCC1CCCO1)C1CC(=O)N(c2cccc(Cl)c2)C1 (stereo not given)	0.67	0.8
O=[N+]([O-])c1c(-c2cn[nH]c2)n[nH]c1-c1cn[nH]c1	0.82	12.9
CCC(=O)Nc1ccc(OCc2nnc3c4ccccc4c(C)nn23)cc1	-0.91	0.7
Cc1ccc(C(=O)/C=C/NCc2ccc(F)cc2)cc1	-0.95	-0.5
FC(F)Oc1ccc(-n2cc(-c3ccc(Cl)cc3)[n+]3c2CCCCC3)cc1	0.09	-0.5
CC(NC(=O)C(NS(=O)(=O)c1cccc2nsnc12)C(C)C)c1ccccc1 (stereo not given)	0	-1.1
O=C(NCc1cccs1)Nc1cc(Cl)ccc1Cl	1.32	-0.1
CC(C)Oc1ccc(CCC(=O)NNC(=S)Nc2ccccc2)cc1	-0.96	-0.1
Cc1c(C(=O)N2CCC(C(N)=O)CC2)sc(N)c1C#N	0.23	-2.4
CCCc1[nH]nc2c1C(c1ccc(OC)cc1OC)C(C#N)=C(N)O2 (stereo not given)	-0.41	0.5
COc1ccc(CNC(=O)CN2C(=O)CSc3ccc(S(=O)(=O)N4CCCCC4)cc32)cc1	-0.9	-1.9
O=S(=O)(/N=C(/Nc1cccnc1)c1ccccc1)c1ccc(F)cc1F	·	-1.3
CCN(CC)C1CC(=O)N(c2cccc(Cl)c2)C1=O (stereo not given)	0.16	-0.4
O=C(NCCO)c1ccc2[nH]c3ccccc3c2c1	2.46	-0.1
CSc1ccc(S(=O)(=O)N2CCC(C(=O)Nc3ccccc3C(F)(F)F)CC2)cc1	0.15	0.1
COCCN1CCn2c(nc3cc(NC(=O)NC4CCCCC4)ccc32)C1	·	-2.4
CCCOc1ncnc2c1[nH]c1ccccc12	0.57	0.9
COC(=O)c1cc(C(=O)c2ccc(Cl)cc2Cl)cn1C	-0.03	-0.8
O=C(NC1CC2CCC(C1)N2Cc1ccco1)c1ccccc1 (stereo not given)	0.37	0.7
CN(C(=S)SCc1ccccc1)C1CCS(=O)(=O)C1 (stereo not given)	-1.48	-1.3
C#CCOCCOCCOCCNc1nc(OC)nc(N2CCN(C(=O)[C@H](CCC(=O)O)n3cc(C(N)CO)nn3)CC2)n1 (stereo not given in full)	·	-3.8
CCOC(=O)C(NC(=O)CC(C)C)(Nc1cc(C)on1)C(F)(F)F (stereo not given)	1.01	-1.4
COc1ccc(C2=NN(C(=O)c3ccccc3)C(c3cccc([N+](=O)[O-])c3)C2)cc1 (stereo not given)	-0.79	-0.4
CC1=CC(C)(C)N(C(=O)CN2C(=O)CCC2=O)c2ccc(C)cc21	0.36	-1.5
O=C(CNC(=O)c1ccc(F)cc1)N/N=C/c1cccnc1	1.01	0.7
CCN(CC)c1ccc(/C=N/OC(C)C(=O)Nc2ccc(C)cc2)cc1 (stereo not given)	0.5	1.3
Cc1ccc(F)cc1CNC(=O)C1CCC(=O)N(C2CC2)C1 (stereo not given)	0.47	-0.3
CC(=O)Nc1ccc(S(=O)(=O)N(C)CC(=O)NNC(=O)Cc2nc3ccccc3n2C)cc1	·	-1.8
CCOC(=O)C1CCN(C(=O)/C=C/c2ccc(OC)cc2)CC1	1.11	-2.5
COC(=O)c1cn(NC(=O)Cc2c(F)cccc2Cl)c(=O)c2ccccc12	0.88	-0.9
O=Cc1c(N2CCN(CCO)CC2)nc2ccccn2c1=O	-3.27	-0.9
CCCCn1c(/N=C/c2ccccc2NS(=O)(=O)c2ccc(C)cc2)nc2ccccc21	·	-0.9
c1cn(-c2ncnc3sc4c(c23)CCCC4)cn1	-0.49	0.1
CCc1ccc([C@@H]2CC=C(C(=O)O)[C@H](c3ccc(Cl)cc3)N2S(=O)(=O)c2ccc(C)cc2)cc1	·	0.0
COc1ccc(N(CC(=O)N/N=C(\C)c2ccc(OC)c(OC)c2)S(=O)(=O)c2ccccc2)cc1	-0.73	0.0
COc1cccc(CNC(=O)c2cc(COc3c(F)cccc3F)on2)c1	-1.85	·
COc1ccc(N2CCN(C(=O)c3cc([N+](=O)[O-])ccc3N3CCN(CCO)CC3)CC2)cc1	0.04	-0.8
CCOC(=O)c1cc(-c2ccc(OC(F)F)cc2)nc2c1c(=O)[nH]c(=O)n2C	-2.7	-0.4
O=c1cc(O)c2c(=O)n(Cc3ccccc3)c3ccccc3c2o1	-1.89	-1.7
COCCCn1cnnc1SCC(=O)Nc1ccc(S(=O)(=O)N2CCCC2)cc1	-1.08	0.4
COc1ccc2c(c1)C(c1ccc(Cl)cc1)NC(=O)C2 (stereo not given)	-0.06	0.7
CCc1ccc(/C=C2/SC(N3CCOCC3)=NC2=O)cc1	0.01	1.7
N#CC1=C(N)Oc2cc(N)ccc2C1C1CC=CCC1 (stereo not given)	-3.87	0.8
Cc1cc(=O)n2c(n1)SCOC2	0.91	-1.5
Cc1cc(OCC(=O)Nc2ccc3c(c2)OCCO3)ccc1Cl	-0.19	-0.9
COC(=O)C1=C(N)N(c2ccccc2C(F)(F)F)C2=C(C(=O)CCC2)C1c1ccc2c(c1)OCO2 (stereo not given)	-0.8	-0.9
CCOC(=O)c1[nH]c2cc3c(cc2c1NC(=O)CN1CCCC1)OCO3	1.18	-0.9
CCOc1cc(-c2nc3ccccc3s2)ccc1O	2.13	-0.2
CNS(=O)(=O)c1cc(N)ccc1C	1.96	-2.2
O=C(NCCC1=CCCCC1)C(=O)NCc1ccccc1	-0.05	-0.2
COc1ccccc1C(=O)Nc1c[nH]c(=O)[nH]c1=O	0.88	8.5
CCc1nn(-c2ccccc2)c(N)c1C#N	0.99	-0.9
Cn1c(SCC(=O)N2CCCc3ccccc32)nnc1-c1ccccc1	-0.45	-2.7
Cc1ccc(CNC(=O)c2ccc(COc3ccccc3)cc2)cc1	-1.32	-2.4
COCCCNC(=S)Nc1ccc(CC(=O)O)cc1	-0.5	-1.0
COc1ccc(S(=O)(=O)N2CCCCC2)cc1C(C)C	·	-0.8
CN(C)CCN1CC(O)=C(c2nc3ccccc3s2)C1=N	1.04	4.1
O=C(Nc1ccc2c(c1)OCO2)c1ccc(S(=O)(=O)NCC2CCCO2)cc1 (stereo not given)	-0.13	-1.0
COc1cc2c(c(O)c1OC)-c1c(cc(OC)c(OC)c1OC)C[C@@H](C)[C@@H](C)C2	0.81	-1.3
COc1ccc(-n2cnnc2SCC(=O)NC2CCCc3ccccc32)cc1 (stereo not given)	-1.43	·
Additional entries:
SMILES	Kir21 inh	STK33 inh
O=[N+]([O-])c1cccc(S(=O)(=O)N2CCN(S(=O)(=O)N3CCOCC3)CC2)c1	-0.22	-0.9
CCC(C)NC(=O)CO/N=C/c1ccc(C(=O)OC)cc1 (stereo not given)	0.94	-0.2
Cc1ccc(CNC(=O)C2CCCN(c3ncnc4c3nc3n4CCCCC3)C2)cc1 (stereo not given)	1.02	-1.2
O=C(CCC1CCCC1)NCc1ccccn1	0.03	-2.9
Cc1cc(C(=O)NC2CCCN(Cc3ccccc3F)C2)n[nH]1 (stereo not given)	1.78	-0.1
CCOC(=O)N1CCN(C(=O)Cc2c(C(=O)O)n(C)c3ccccc23)CC1	-0.02	-1.3
C=CCn1c(-c2ccc(OC)cc2)nc2nc3ccccc3nc21	0.53	-4.5
O=C1CCC/C(=N/Nc2ccc(Cl)cc2)C1	-0.42	-1.4
CCCCN(C(=O)c1ccc(S(=O)(=O)N2CCCC2)cc1)C1CCS(=O)(=O)C1 (stereo not given)	-1.23	0.7
C=CCn1c(CCNC(=O)c2cccs2)nnc1SCC(=O)c1ccc(Cl)cc1	-0.35	·
CC1(C)CC2(CCO1)N1CC3(C)CN2CC(C)(C1)C3=O (stereo not given)	-1.11	-0.6
CCOC(=O)/C=C(C)\C=C\c1c[nH]c2ccccc12	0.1	-1.4
Cc1ccc(-n2c(O)c(/C=N/Nc3ccc(S(=O)(=O)N4CCOCC4)cc3[N+](=O)[O-])c3ccccc3c2=O)c(C)c1	0.87	1.1
COc1ccc(S(=O)(=O)N(C)CC(=O)Nc2ccccc2SC)cc1Cl	0.02	-1.3
O=S1(=O)[C@H]2C[C@@H]3C=C[C@@]2(CN1Cc1ccc(Cl)cc1)O3	-0.07	-1.3
CC1NC(=S)N(C2CCCCC2)C1=O (stereo not given)	-1.09	-0.8
COc1ccc(S(=O)(=O)N2CCC(C(=O)N3CCN(C)CC3)CC2)cc1Cl	1.49	-1.0
COCCSc1nnc(NC(=O)c2cc(OC)c(OC)cc2[N+](=O)[O-])s1	1	-0.6
COc1ccc(C(=O)NC(=S)NCc2cccnc2)cc1Br	-0.7	-0.4
Cc1ccc(C(=O)NS(=O)(=O)c2ccccc2)cc1	-1.2	-2.4
CCc1ccc(C(=O)COC(=O)CNC(=O)CNS(=O)(=O)c2ccccc2)cc1	-0.73	-0.7
CC1CCc2c(C(=O)NCc3ccco3)csc2C1 (stereo not given)	-0.98	-1.3
CCOC(=O)c1c(NC(=O)CCN2C(=O)c3cccc([N+](=O)[O-])c3C2=O)sc(C(=O)OC(C)C)c1C	-1.92	2.0
Cc1ccccc1SCC(=O)NCC(c1ccc(F)cc1)N1CCOCC1 (stereo not given)	·	-1.0
N#C/C(=C\C=C\c1ccccc1[N+](=O)[O-])C(=O)NCc1ccccc1	-0.06	1.0
CC1(C)Cc2nc3oc4c(=O)n(CC(=O)Nc5ccccc5)cnc4c3cc2CO1	-0.23	-0.6
CCOc1ccccc1/C=N/NC(=O)c1nnn(-c2nonc2N)c1CN1CCCCCC1	-0.01	-0.8
CCc1ccc(C2=NN(CCC(=O)NCc3cccs3)C(=O)CC2)cc1	0.04	-0.7
CN1CCN(c2ccccc2NC(=O)c2ccc(N3CCCCC3)c([N+](=O)[O-])c2)CC1	0.12	-1.6
CCC(CC)c1nnc(NC(=O)COc2ccc3c(C)cc(=O)oc3c2)s1	-0.79	6.1
COc1ccccc1Nc1ccc([N+](=O)[O-])cc1N	1.15	-0.4
CCOC(=O)c1c(C)c(C)n(Cc2ccc(OC)c(OC)c2)c1C	-0.65	-2.2
Cc1ccc(CNC(=O)C2CCN(S(=O)(=O)c3ccc(Br)s3)CC2)cc1	0.21	-2.0
CC(C)(C)NC(=O)COC(=O)/C=C/c1ccc(F)cc1	-0.2	·
CN(CC(=O)Nc1ccccc1C(F)(F)F)C(=O)Cn1c(=O)oc2ccccc21	-0.51	-1.4
O=C(Nc1cccc([N+](=O)[O-])c1)c1ccc(CSc2ccccc2)cc1	-0.44	0.3
CC(=O)NC12CC3CC(C1)CC(C(=O)N(C)CC(=O)Nc1cccc(F)c1)(C3)C2	·	-1.1
Cc1cccc(N2CCN(CCNC(=O)c3cc4c(s3)CS(=O)(=O)C4)CC2)c1C	-0.02	-1.7
CCOc1ccccc1N1CCN(C(=O)NCc2ccc(Cl)cc2)CC1	0.37	0.6
CN(C)CCC(=O)C(Cc1ccccc1)c1ccccc1 (stereo not given)	-0.04	-0.2
NC(=O)c1ccsc1NC(=O)CS(=O)(=O)c1ccc(F)cc1	1.1	-0.8
Cc1ccc(S(=O)(=O)NCCC(=O)OCC(=O)Nc2cccc(Cl)c2)cc1	·	1.5
CN(C)c1ccc(/C=N/Nc2nc3ccccc3o2)cc1	0.41	0.7
Cc1cccc2cc(C#N)c(N3CCOCC3)nc12	-0.09	0.4
COc1cc(C=C2C(=O)c3ccccc3C2=O)cc(OC)c1OC	1.06	0.4
O=C(OCC(=O)N1CCc2ccccc21)[C@@H]1CC(O)CN1S(=O)(=O)c1ccccc1[N+](=O)[O-] (stereo not given in full)	·	1.7
CCOc1ccc(NC(=O)CCC(=O)Nc2nnc(CC)s2)cc1	0.66	-0.7
CCOC(=O)C(C)n1cnc2c(cnn2-c2ccc(Cl)cc2)c1=O (stereo not given)	0.92	-2.2
CCc1ccc(NC(=O)N(C2CCCCC2)C(C)c2cccnc2)cc1 (stereo not given)	0.22	-0.4
COC(=O)c1sc(C(C)(C)C)cc1CS(=O)(=O)c1ccc(Cl)cc1	-2.52	-0.8
Nc1ccn([C@H]2CC[C@@H](CO)O2)c(=O)n1	-1.11	-0.2
N/C(Cc1ccc([N+](=O)[O-])cc1)=N\OC(=O)c1ccc2ccccc2c1	-0.15	-0.9
CC(=O)c1ccc(NS(=O)(=O)c2ccc(C(C)(C)C)cc2)cc1	-3.27	-1.8
CCNC(=O)/C(C#N)=C/c1c(N2CCOCC2)nc2ccccn2c1=O	-1.11	-0.5
O=C(c1cccnc1)N1CCN(S(=O)(=O)c2ccc3ccccc3c2)CC1	0.1	-0.4
